M4 ag – human M4 muscarinic receptor agonists, primary screen, CHO-K1 cells, Fluo-8 calcium fluorescence. Muscarinic acetylcholine receptor M4 (Homo sapiens), P08173. CHO-K1 hM4/Gqi5; vehicle 0%, full acetylcholine response 100%. activation, % at 3 µM. 0.14% of 360,000 active. AID 624127, 2012;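 active = activation above the run mean over all test wells plus 3 SD, cut at about 32% in these data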;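 note: peak over basal fluorescence ratio per well then scaled between controls; 0% = DMSO wells and 100% = acetylcholine at EC100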
Target sequence (P08173 whole entry, looked up): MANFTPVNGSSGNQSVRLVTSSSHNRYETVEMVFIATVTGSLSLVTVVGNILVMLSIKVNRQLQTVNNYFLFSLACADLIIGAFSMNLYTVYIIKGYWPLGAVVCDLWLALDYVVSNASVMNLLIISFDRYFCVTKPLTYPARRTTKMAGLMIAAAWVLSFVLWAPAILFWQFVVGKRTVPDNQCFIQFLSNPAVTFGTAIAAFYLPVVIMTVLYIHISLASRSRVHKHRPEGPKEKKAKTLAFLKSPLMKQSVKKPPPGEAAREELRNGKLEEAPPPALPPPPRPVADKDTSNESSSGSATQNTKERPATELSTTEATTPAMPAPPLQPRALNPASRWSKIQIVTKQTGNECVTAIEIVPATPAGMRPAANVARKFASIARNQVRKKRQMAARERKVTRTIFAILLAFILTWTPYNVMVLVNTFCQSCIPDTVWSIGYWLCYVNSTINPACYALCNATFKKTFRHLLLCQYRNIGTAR
CHO-K1 Ca antag – M1 antagonist counterscreen hit in parental CHO-K1 cells | inhibition, % at 3 µM | AID 602250 | ATP-induced calcium, Fluo-8 fluorescence | 0.6% of 360,000 active;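 active = inhibition above a per-plate cutoff, the plate's mean sample inhibition plus 3 SD, cut at about 24% in these data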;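 note: 0% = DMSO plus EC80 ATP and 100% = DMSO alone without ATP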
CHRM5 antagonist – human M5 muscarinic receptor antagonists, primary screen, CHO cells, Fluo-8 calcium fluorescence. CHO-hM5 cells, ACh EC80. inhibition, % at 3 µM. Muscarinic acetylcholine receptor M5 (Homo sapiens), P08912. 0.59% of 360,000 active;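 active = inhibition above a per-plate cutoff, the mean of that plate's test compounds plus 3 SD, cut at about 27% in these data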;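 note: 0% = acetylcholine EC80 with DMSO and 100% = DMSO without agonist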
Target sequence (P08912 whole entry, looked up): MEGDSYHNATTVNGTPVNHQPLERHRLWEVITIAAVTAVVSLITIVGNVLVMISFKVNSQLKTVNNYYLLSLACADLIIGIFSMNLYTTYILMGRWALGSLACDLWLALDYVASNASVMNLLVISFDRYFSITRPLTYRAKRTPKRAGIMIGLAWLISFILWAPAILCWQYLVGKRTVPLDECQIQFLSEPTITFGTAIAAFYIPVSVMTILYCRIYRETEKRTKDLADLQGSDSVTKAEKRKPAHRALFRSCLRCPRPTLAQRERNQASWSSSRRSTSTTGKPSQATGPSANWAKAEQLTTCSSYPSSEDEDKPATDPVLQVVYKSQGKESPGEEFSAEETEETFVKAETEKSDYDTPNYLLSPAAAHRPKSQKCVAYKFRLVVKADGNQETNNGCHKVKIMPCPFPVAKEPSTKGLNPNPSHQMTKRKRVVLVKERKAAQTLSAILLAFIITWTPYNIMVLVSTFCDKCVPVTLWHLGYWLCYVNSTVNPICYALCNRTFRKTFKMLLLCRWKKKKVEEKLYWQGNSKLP
CHRM4 PAM – human M4 muscarinic receptor positive allosteric modulators, primary screen, CHO-K1 cells, Fluo-8 calcium fluorescence | CHO-K1 hM4/Gqi5, ACh EC20; 0% = ACh EC20, 100% = maximal ACh | activation, % at 3 µM | 0.4% of 360,000 active | AID 624126, 2012;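 active = activation above its plate's cutoff, the mean activation of sample wells plus 3 SD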; note: some results filed as inactive read as strong as hits
M1 PAM parental – nonselective calcium activators in parental CHO-K1 cells, primary screen, counter-screen for M1 PAM project, cell-based, Fluo-8 calcium fluorescence, full deck, 1536-well; 0.02% of 360,000 active; activation, % at 3 µM; AID 602247, 2012; ATP EC20; 0% at ATP EC20, 100% at ATP max;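 active = activation above the run cutoff, the mean activation of all test compounds plus 3 SD, cut at about 40% in these data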;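 note: peak over basal fluorescence ratio in a 140 s read after ATP addition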
M5 PAM – human M5 muscarinic receptor positive allosteric modulators, primary screen, CHO-K1 cells, Fluo-8 calcium fluorescence. Muscarinic acetylcholine receptor M5 (Homo sapiens), P08912. CHO-K1 hM5, ACh EC20 PAM; 0% = ACh EC20, 100% = ACh EC100. activation, % at 3 µM. 0.3% of 360,000 active. AID 624038, 2012;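 active = activation above the run cutoff, the mean activation of all test compounds plus 3 SD, cut at about 18% in these data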
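Assay system: CHO-K1 hM5 cells. Also added: acetylcholine at EC20 concentration, added after compound. Dosing: 3 µM, single dose. Times: compound preincubation 140 s before EC20 acetylcholine addition. Signal: Fluo-8 calcium fluorescence. Measure: % activation relative to EC20 and EC100 ACh responses. Repeats: singlicate, one well per test compound.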
CHRM4 antagonist – human M4 muscarinic receptor antagonists, primary screen, CHO cells, Fluo-8 calcium fluorescence | Muscarinic acetylcholine receptor M4 (Homo sapiens), P08173 | CHO-hM4 cells, ACh EC80 | inhibition, % at 3 µM | 0.73% of 360,000 active;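 active = inhibition above its plate's cutoff, the mean inhibition of sample wells plus 3 SD, cut at about 27% in these data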;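 note: 0% = acetylcholine EC80 with DMSO and 100% = DMSO without agonist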
M5 ag – human M5 muscarinic receptor agonists, primary screen, CHO-K1 cells, Fluo-8 calcium fluorescence; Muscarinic acetylcholine receptor M5 (Homo sapiens), P08912; CHO-K1 hM5 cells; 0% DMSO wells, 100% maximal acetylcholine response; activation, % at 3 µM; 0.19% of 360,000 active;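 active = activation above the run's mean over test compounds plus 3 SD, cut at about 23% in these data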;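 note: signal is peak over basal fluorescence ratio across the kinetic read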
CHO-K1 Ca ag – counter-screen for M1 agonists: effect in parental CHO-K1 cells. Fluo-8 calcium fluorescence; scaled to maximal ATP response, vehicle zero. activation, % at 3 µM. 0.48% of 360,000 active; in the data active = activation above about 15%;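 note: untransfected CHO-K1 host cells lacking M1 receptor as counterscreen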
* hit, by the source's call. Rows are unselected. About 2.7% of those tested had a hit in this group.

Second line of a record – M4 ag, CHO-K1 Ca antag, CHRM5 antagonist, CHRM4 PAM, M1 PAM parental, M5 PAM, CHRM4 antagonist, M5 ag, CHO-K1 Ca ag
#1 O=C(Nc1ccc(S(=O)(=O)NC2=NCCCCC2)cc1)c1ccccc1Cl
→ 1.7, -12.9, 6.5, -7.2, 3.7, 3.7, -4.8, -0.4, 0.9
#2 COc1ccc(NC(=O)CN(C)CCOc2ccc(Cl)cc2)cc1OC
→ 6.2, -2.0, 2.4, -1.4, -9.6, -1.7, -0.1, -1.8, 2.1
#3 Cc1nn(-c2nnc(C)c(=O)[nH]2)c(C)c1SCC(=O)Nc1ccc(F)cc1
→ 1.3, -8.4, -4.8, 2.1, 15.7, 5.3, 3.2, 2.1, 0.0
#4 Cc1cc(N)n(-c2ccc(Oc3ccccc3)c(S(=O)(=O)O)c2)n1
→ 0.9, -2.3, -3.7, 12.4, 14.6, 3.1, -8.3, -5.2, 0.1
#5 COc1ccccc1N(CC(=O)NCCSc1ccccc1)S(C)(=O)=O
→ 1.7, -13.6, 0.6, 6.8, -1.4, -5.5, -4.4, 1.4, 0.2
#6 COc1ccccc1OCCNS(=O)(=O)c1ccc2oc3ccccc3c2c1
→ 6.6, 13.5, 7.8, -5.6, 0.8, -7.3, -2.3, -0.5, 5.1
#7 C=CCn1c(=NC(=O)CN2C(=O)CCC2=O)sc2cccc(OC)c21
→ 4.5, 9.8, 1.6, 5.2, 8.7, -3.6, -6.8, 1.5, 5.2
#8 CCOc1ccc(NC(=O)CCC(=O)OC)cc1
→ -1.0, -33.0, -0.2, 7.5, 20.8, -1.8, 1.1, 3.1, 0.0
#9 COc1ccc(NC(=S)N2CCc3ccccc3C2)cc1OC
→ 2.1, -2.0, -1.5, 4.0, 3.2, 0.0, -0.4, -1.4, 0.2
#10 C/C(=C\c1ccccc1F)C(=O)c1c(C)cc(C)[nH]c1=O
→ 0.3, -5.3, -1.5, 3.9, 9.4, 1.8, -4.8, -4.1, 0.1
#11 COC(=O)COc1cccc(/C=N/NC(=O)CCSc2ccccc2)c1
→ 6.1, 4.4, 16.1, -11.6, -2.4, -11.5, 4.2, -0.3, 3.5
#12 COc1ccc(Cl)cc1NC(=S)Nc1cccnc1
→ 0.5, -12.8, 1.3, 4.5, 18.2, 6.4, 8.5, -4.1, 0.7
#13 COc1ccc2[nH]c(=O)c(CN(C(C)=O)c3cc(C)ccc3C)cc2c1
→ 3.0, 3.1, 9.5, 7.1, -2.4, -0.8, -4.9, 1.1, 0.6
#14 O=C(O)c1nccnc1C(=O)NCCc1c[nH]c2ccccc12
→ 0.4, -0.6, 11.0, 14.2, 2.3, -3.6, -2.1, -0.6, 0.7
#15 COc1ccc(CNC(=O)CNS(=O)(=O)c2cccs2)cc1
→ 1.0, 3.9, 5.1, 1.6, 11.4, -2.7, 0.2, -2.9, 0.8
#16 COc1ccc2c(c1)[nH]c1c(=O)n(CC3CCCO3)cnc12 (stereo unspecified)
→ 0.1, -8.0, 3.7, 13.8, 16.8, 2.0, -1.1, 2.0, 0.0
#17 CN(CCC#N)C(=O)COC(=O)c1ccc(CNS(=O)(=O)c2ccc(F)c(Cl)c2)cc1
→ 0.3, -0.4, -2.2, 0.5, 17.3, 1.3, 3.0, -2.9, -0.5
#18 Cc1ccc(NC(=O)c2ccc(S(=O)(=O)N3CC(C)CC(C)C3)cc2)cc1S(=O)(=O)N1CCOCC1 (stereo unspecified)
→ 0.1, -8.6, 11.5, 4.5, 7.9, 5.9, 0.8, 0.8, 0.6
#19 CN(CC(=O)NC(=O)NCc1ccccc1)CC(=O)Nc1ccc(Cl)c(Cl)c1
→ 10.6, -6.5, 18.8, 3.7, -7.7, -5.7, -1.8, 1.6, 6.2
#20 CC1(C)C(=O)C=C(N2CCCCC2)c2ccccc21
→ -0.3, -1.5, -9.3, -1.2, 1.9, 1.7, -2.7, -1.2, -0.3
#21 O=C(NNS(=O)(=O)c1c(F)cc(F)c(Cl)c1F)C12CC3CC(CC(C3)C1)C2
→ -0.6, 0.2, -1.9, -8.5, -1.3, -0.4, 5.3, -1.8, 0.1
#22 C[N+]12CCC(CC1)C(OC(=O)C(O)(c1ccccc1)c1ccccc1)C2 (stereo unspecified)
→ 0.2, -8.7, 98.9*, -17.9, 29.1, -17.8, 99.6*, -1.7, 2.2
#23 Cc1ccc(S(=O)(=O)NC(CC(C)C)C(=O)N2CCN(C/C=C/c3ccccc3)CC2)cc1 (stereo unspecified)
→ 1.8, -19.6, 2.8, 0.7, 10.7, -2.7, -4.9, -4.8, 1.0
#24 O=C(O)c1ccccc1C(=O)Nc1ccccc1NC(=O)c1ccccc1C(=O)O
→ 0.0, -9.5, -7.9, -0.8, 19.3, 3.6, 6.2, 1.5, 0.2
#25 CCOC(=O)c1c(C)[nH]c(C)c1C(=O)Cn1nnc(-c2ccccc2C)n1
→ 6.1, -6.1, 14.1, -5.5, 9.2, -17.2, 1.0, -7.5, 3.2
#26 NC(=O)c1sc2nc(-c3ccco3)ccc2c1N
→ 0.3, -2.3, 6.0, 9.0, 10.4, 0.1, -1.2, 1.0, 0.2
#27 COc1ccccc1CNc1nc(NCCN2CCNC2=O)c2sccc2n1
→ 9.5, -16.0, 6.7, -9.9, 7.8, -9.9, -8.0, -1.4, 4.0
#28 CC(=O)N/C(=C\c1ccccc1)C(=O)Nc1ccccc1C
→ 3.7, 1.9, -1.6, -1.5, -0.3, -3.1, -3.1, 4.7, 2.0
#29 Clc1ccc(C2Nc3cccc4cccc(c34)N2)cc1
→ 0.8, -1.6, 3.4, -0.4, 12.7, -0.7, -8.4, 5.4, 0.0
#30 Cc1cc(C)c(C)c(S(=O)(=O)N2CCN(c3ccc(O)cc3)CC2)c1C
→ 1.2, -17.8, 2.8, 0.1, 24.3, 2.6, -2.7, 4.4, 2.5
#31 CCOc1ncccc1C(=O)Nc1cc(S(=O)(=O)N2CCCCC2)ccc1Cl
→ 1.5, -10.9, 3.8, 8.1, 0.1, -6.1, -10.2, 1.1, 0.5
#32 CCS(=O)(=O)c1nc(S(=O)(=O)c2ccc(Cl)cc2)c(NCCOC)s1
→ 0.9, -13.5, -13.4, 9.3, 20.5, 11.0, -8.8, -4.2, 0.3
#33 Cc1cc2ncn(CCC(=O)NC(C)(C)C)c2cc1C
→ 1.8, -2.2, 5.1, 6.2, 16.7, 1.9, -3.4, -0.8, 0.5
#34 Nc1c(Cl)ncnc1N/N=C/c1cccc(O)c1
→ 0.7, -5.3, -7.3, 5.0, 13.5, -4.1, -13.2, -1.2, 0.3
#35 Nc1cccc(Oc2ccc3c(c2)C(=O)N(CC2CCCO2)C3=O)c1 (stereo unspecified)
→ 3.6, -6.0, 17.2, 3.0, 4.7, -12.3, -0.8, -0.5, 4.5
#36 OCCCNC(=S)Nc1ccc(Nc2ccccc2)cc1
→ 1.0, 13.6, 6.8, -1.9, -9.8, -5.2, 4.4, -4.5, -0.2
#37 COC(=O)c1[nH]c2cccc(C)c2c1NC(=O)CN1CCN(C(=O)c2ccco2)CC1
→ 4.8, -0.8, -0.2, 4.4, -1.1, -3.5, -5.3, 0.1, 1.5
#38 CCO[C@H]1OC(C(=O)NCc2nc3ccccc3[nH]2)=C[C@@H](C2CC2)[C@@H]1CCCO
→ 0.9, -3.1, 2.4, 23.8*, -15.9, 10.7, -7.6, 1.1, -0.4
#39 COC(=O)[C@]12CCCCC=C1N(CCC1=CCCCC1)C(=O)[C@H](CC(=O)NCC13CC4CC(CC(C4)C1)C3)C2
→ -1.4, -15.8, -11.2, -4.5, 2.9, 0.6, -3.1, 0.7, 0.4
#40 COc1cnn(-c2ccccc2)c(=O)c1OC
→ 0.1, 6.6, 15.9, 9.7, -14.2, -3.5, -8.8, -1.9, 0.5

More structures follow.
cpd | compound | M4 ag | CHO-K1 Ca antag | CHRM5 antagonist | CHRM4 PAM | M1 PAM parental | M5 PAM | CHRM4 antagonist | M5 ag | CHO-K1 Ca ag
41 | CSC1=NCCN1S(=O)(=O)c1ccc(C)cc1 | 0.3 | 9.2 | 5.9 | -5.8 | -6.2 | -4.3 | 1.0 | -3.9 | -0.1
42 | CCc1nnc(NC(=O)CSc2nc(-c3ccccc3)nc3ccccc23)s1 | 0.7 | 2.8 | 9.4 | 7.7 | 8.8 | -5.2 | -7.3 | -3.6 | 0.0
43 | COC(=O)CN1C(=O)Nc2ccc(Cl)cc2C1c1ccccc1 (stereo unspecified) | 0.9 | 6.0 | 14.2 | -17.5 | -11.6 | -20.6 | 20.7 | -9.7 | 0.4
44 | Cc1cccc(SCC(=O)Nc2ccccc2[N+](=O)[O-])c1 | -2.1 | -5.1 | 2.7 | -3.1 | 6.1 | 4.3 | 1.6 | -16.7 | -0.1
45 | C=C(C)CSC1=C(C#N)C(c2ccccc2)CC(=O)N1 (stereo unspecified) | 2.0 | -16.6 | -2.7 | -8.1 | 17.4 | -2.6 | -3.3 | -1.0 | 1.2
46 | Cc1cccc(C)c1OCC(=O)Nn1c(=O)[nH]c2ccccc2c1=O | 4.7 | -3.0 | 5.0 | -4.5 | 7.4 | -8.5 | 0.1 | -1.2 | 1.0
47 | COc1ccccc1NC(=O)CN1CCN(c2ccccc2F)CC1 | 1.9 | 11.4 | -7.0 | 12.3 | 10.1 | -1.0 | -1.4 | -4.3 | 0.6
48 | Cc1cccc(OCc2nc(-c3ccc(Br)o3)no2)c1 | -0.1 | -10.2 | 1.5 | -1.7 | 11.2 | 4.8 | -0.9 | -4.6 | 0.3
49 | COc1ccc(C2c3c(oc4ccccc4c3=O)C(=O)N2c2ccccn2)cc1 (stereo unspecified) | 0.6 | 4.4 | -2.3 | -4.8 | 0.4 | 3.6 | -1.7 | 1.7 | -0.1
50 | CC(C)[C@@H]1O[C@H](CCc2ccccc2)CC2=C1C(=O)OC(C)(C)O2 | -2.2 | -1.4 | 3.6 | -6.4 | 7.7 | 5.8 | 2.6 | 3.0 | 0.0

In the list so far, these contain an aryl thioether with sulfur outside any ring.
cpd | compound | M4 ag | CHO-K1 Ca antag | CHRM5 antagonist | CHRM4 PAM | M1 PAM parental | M5 PAM | CHRM4 antagonist | M5 ag | CHO-K1 Ca ag
3 | Cc1nn(-c2nnc(C)c(=O)[nH]2)c(C)c1SCC(=O)Nc1ccc(F)cc1 | 1.3 | -8.4 | -4.8 | 2.1 | 15.7 | 5.3 | 3.2 | 2.1 | 0.0
5 | COc1ccccc1N(CC(=O)NCCSc1ccccc1)S(C)(=O)=O | 1.7 | -13.6 | 0.6 | 6.8 | -1.4 | -5.5 | -4.4 | 1.4 | 0.2
11 | COC(=O)COc1cccc(/C=N/NC(=O)CCSc2ccccc2)c1 | 6.1 | 4.4 | 16.1 | -11.6 | -2.4 | -11.5 | 4.2 | -0.3 | 3.5
42 | CCc1nnc(NC(=O)CSc2nc(-c3ccccc3)nc3ccccc23)s1 | 0.7 | 2.8 | 9.4 | 7.7 | 8.8 | -5.2 | -7.3 | -3.6 | 0.0
44 | Cc1cccc(SCC(=O)Nc2ccccc2[N+](=O)[O-])c1 | -2.1 | -5.1 | 2.7 | -3.1 | 6.1 | 4.3 | 1.6 | -16.7 | -0.1

Screening data deposited in PubChem BioAssay by The Scripps Research Institute Molecular Screening Center.
